Screens (PubChem)
IDH1 R132H inh: inhibitors of human IDH1 R132H; 0.18% of 70,000 active; O75874; inhibition, % at 10 µM; IDH1 R132H reductase, diaphorase/resazurin fluorescence, 60 min; in the data active means inhibition above about 34%;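 further: 0% = DMSO and 100% = no enzyme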
Target sequence (O75874 whole entry R132H): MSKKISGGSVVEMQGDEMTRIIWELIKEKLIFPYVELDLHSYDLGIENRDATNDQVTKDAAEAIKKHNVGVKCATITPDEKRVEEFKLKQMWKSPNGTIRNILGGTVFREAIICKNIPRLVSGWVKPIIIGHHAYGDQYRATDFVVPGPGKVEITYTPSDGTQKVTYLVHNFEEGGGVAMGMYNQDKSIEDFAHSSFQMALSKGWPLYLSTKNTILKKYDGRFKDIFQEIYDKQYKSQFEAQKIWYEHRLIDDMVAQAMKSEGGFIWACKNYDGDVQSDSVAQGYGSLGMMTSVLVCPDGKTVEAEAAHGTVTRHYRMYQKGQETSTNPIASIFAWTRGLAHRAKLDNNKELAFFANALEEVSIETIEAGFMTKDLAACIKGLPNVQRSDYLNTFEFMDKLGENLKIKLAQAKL
EZH2 inh: blocks human EZH2/PRC2 H3K27 methylation; 0.35% of 57,000 active; inhibition, % at 12.5 µM; AID 651548; DELFIA TRF, 1 h;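 active means mean inhibition of replicates at least 50% and every single replicate also reaching 50%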;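 further: dimethyl H3K27 on biotinylated H3 21-44 peptide detected by antibody; plate controls were median neutral control wells for no effect and median positive control wells for full effect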
The depositor's hits bear a star; . = not tested or not shown. Only part of the results is shown; rates above refer to the full screens.

SMILES	IDH1 R132H inh	EZH2 inh
C[C@@H]1CN([C@@H](C)CO)C(=O)c2cc(C#Cc3ccccc3)cnc2O[C@H]1CN(C)C(=O)CCN1CCCCC1	0.0	8
COc1ccc(-c2nc(SCC(=O)Nc3cccc(Br)c3)n[nH]2)cc1	0.1	2
C[C@@H]1CN([C@H](C)CO)C(=O)c2cc(NC(=O)Nc3ccccc3)ccc2O[C@@H](C)CCCCO[C@@H]1CN(C)Cc1ccc2c(c1)OCO2	1.0	.
O=C(C[C@@H]1C[C@H]2c3cc(NC(=O)c4cccnc4)ccc3O[C@H]2[C@H](CO)O1)NCC(F)(F)F	-1.9	-2
C[C@@H]1CN([C@@H](C)CO)S(=O)(=O)c2ccc(C#C[C@@H](C)O)cc2O[C@H]1CN(C)C(=O)CN(C)C	-0.3	5
COc1ccc(S(=O)(=O)N(C)C[C@@H]2Oc3c(NC(=O)C4CCOCC4)cccc3C(=O)N([C@H](C)CO)C[C@@H]2C)cc1	-0.3	.
C[C@@H]1CN([C@@H](C)CO)C(=O)c2cc(N(C)C)ccc2O[C@@H](C)CCCCO[C@@H]1CN(C)C(=O)Cc1ccccc1	-2.6	1
C[C@H]1CN([C@@H](C)CO)C(=O)c2cc(NC(=O)CCCN(C)C)ccc2O[C@H]1CN(C)S(=O)(=O)c1cccs1	-0.5	.
C[C@H]1CN([C@@H](C)CO)C(=O)Cc2cc(NC(=O)Nc3ccc(F)cc3)ccc2O[C@H]1CN(C)CC1CCCCC1	-0.2	5
COc1ccc(CN(C)C[C@H]2Oc3c(NC(=O)C4CCCCC4)cccc3C(=O)N([C@@H](C)CO)C[C@@H]2C)cc1	.	-3
COc1cccc(-c2cnc3c(c2)C(=O)N([C@H](C)CO)C[C@@H](C)[C@H](CN(C)C(=O)CN(C)C)O3)c1	-0.6	-3
O=C(O)[C@H]1O[C@@H](Oc2c(-c3ccc(O)cc3)oc3cc(O)cc(O)c3c2=O)[C@H](O)[C@@H](O)[C@@H]1O	-0.9	.
C[C@@H]1CN([C@@H](C)CO)C(=O)c2cccc(NS(=O)(=O)c3cn(C)cn3)c2O[C@H]1CN(C)S(=O)(=O)c1ccc(Cl)cc1	2.0	.
C[C@H](CO)N1C[C@H](C)[C@H](CN(C)Cc2ccncc2)Oc2ccc(NS(=O)(=O)c3ccccc3)cc2C1=O	0.2	0
C[C@H]1CN([C@@H](C)CO)C(=O)c2c(c3ccccc3n2C)-c2ccccc2CO[C@@H]1CN(C)S(=O)(=O)c1ccccc1	.	-17
O=C(NO)c1cccc(C(=O)N/N=C/c2cc(Br)ccc2O)c1	0.5	8
CC(C)[C@H](CO)Nc1nc(Nc2ccc(C(=O)O)c(Cl)c2)c2ncn(C(C)C)c2n1	1.0	-9
COc1ccccc1N1CCN(CCCCN2C(=O)c3ccccc3C2=O)CC1	-1.2	-4
C[C@@H]1CCCCO[C@H](CN(C)Cc2ccc3c(c2)OCO3)[C@H](C)CN([C@@H](C)CO)C(=O)c2cc(NS(=O)(=O)c3cn(C)cn3)ccc2O1	2.3	.
CO[C@H]1CN(C)C(=O)c2cc(NC(=O)Nc3ccccc3F)ccc2OC[C@H](C)N(C(C)=O)C[C@@H]1C	0.1	2
C[C@@H]1CN([C@H](C)CO)C(=O)Cc2cc(NC(=O)Nc3ccc(F)cc3)ccc2O[C@H]1CN(C)Cc1ccc(Cl)c(Cl)c1	0.9	.
CC(C)NC(=O)Nc1ccc2c(c1)C(=O)N([C@H](C)CO)C[C@H](C)[C@@H](CN(C)Cc1ccncc1)OCCCC[C@H](C)O2	6.7	0
CCC(=O)OCC(=O)C1(OC(=O)CC)[C@H](C)C[C@H]2[C@H]3[C@H]([C@@H](O)C[C@@]21C)[C@@]1(C)C=CC(=O)C=C1C[C@H]3Cl (stereo partly drawn)	0.3	.
Cc1cc(C(=O)Nc2cccc3c2O[C@@H](CN(C)S(=O)(=O)c2ccc(Cl)cc2)[C@@H](C)CN([C@@H](C)CO)C3=O)n(C)n1	-0.4	.
COc1ccc(Cl)cc1NC(=O)CN(c1cc([N+](=O)[O-])ccc1C)S(C)(=O)=O	-0.5	-5
C[C@@H]1CN([C@H](C)CO)C(=O)c2cc(C#CCN(C)C)cnc2O[C@H]1CN(C)C(=O)CCN1CCCCC1	0.1	.
COCC(=O)Nc1ccc2c(c1)C(=O)N(C)C[C@@H](OC)[C@@H](C)CN(C(=O)c1ccncc1)[C@@H](C)CO2	0.5	9
CC(C)NC(=O)N(C)C[C@@H]1Oc2ccc(NC(=O)Nc3cccc4ccccc34)cc2C(=O)N([C@H](C)CO)C[C@H]1C	.	6
COc1ccc(S(=O)(=O)N(C)C[C@H]2OCCCC[C@@H](C)Oc3ccc(NS(=O)(=O)c4c(C)noc4C)cc3C(=O)N([C@@H](C)CO)C[C@@H]2C)cc1	-0.9	.
CN(C)CCCNC(=O)C[C@@H]1C=C[C@@H](NS(=O)(=O)c2ccc(F)cc2)[C@H](CO)O1	0.4	8

A few values from above.
For IDH1 R132H inh, COc1ccc(Cl)cc1NC(=O)CN(c1cc([N+](=O)[O-])ccc1C)S(C)(=O)=O has -0.5
For IDH1 R132H inh, Cc1cc(C(=O)Nc2cccc3c2O[C@@H](CN(C)S(=O)(=O)c2ccc(Cl)cc2)[C@@H](C)CN([C@@H](C)CO)C3=O)n(C)n1 has -0.4

Following part.
SMILES	IDH1 R132H inh	EZH2 inh
C[C@H](CO)N1C[C@H](C)[C@H](CN(C)Cc2ccc(C(F)(F)F)cc2)Oc2ccc(NS(=O)(=O)c3cn(C)cn3)cc2C1=O	-0.7	9
C[C@@H]1CN([C@H](C)CO)S(=O)(=O)c2ccc(C3=CCCC3)cc2O[C@@H]1CN(C)Cc1ccccc1	-1.2	38
C[C@@H]1CN([C@@H](C)CO)S(=O)(=O)c2ccc(-c3ccccc3F)cc2O[C@H]1CN(C)Cc1ccncc1	1.3	11
Cn1c(SCC(N)=O)nnc1-c1ccc(C(C)(C)C)cc1	1.5	.
CNC[C@@H]1Oc2ccc(NC(=O)NC3CCCCC3)cc2CC(=O)N([C@@H](C)CO)C[C@H]1C	-0.7	8
CCn1c(SCC(=O)N2CCN(c3ccccc3)CC2)nnc1-c1cc2cc(Cl)ccc2o1	0.5	27
C[C@H]1CN([C@@H](C)CO)C(=O)c2cc(C#CCc3ccccc3)cnc2O[C@@H]1CN(C)Cc1cccnc1	-0.5	4
CCCNC(=O)C[C@@H]1C[C@H]2c3cc(NC(=O)C4CCC4)ccc3O[C@H]2[C@@H](CO)O1	-0.1	10
COc1ccccc1C#Cc1ccc2c(c1)O[C@H](CN(C)Cc1ccncc1)[C@H](C)CN([C@H](C)CO)S2(=O)=O	0.0	.
Cc1noc(C)c1NC(=O)N(C)C[C@@H]1Oc2ccc(NC(=O)Cn3cnnn3)cc2CC(=O)N([C@@H](C)CO)C[C@H]1C	0.2	.
CN1C(=O)C2C=CC=CC2N=C1SCc1ccccc1F (stereo not drawn)	-1.5	-7
CCC(=O)Nc1ccc2c(c1)OC[C@H](C)N(C(=O)CN(C)C)C[C@H](C)[C@H](OC)CN(C)C2=O	-0.2	2
O=C(C[C@H]1CC[C@H](NC(=O)c2cccnc2)[C@@H](CO)O1)NCc1ccncn1	0.2	1
O=C(C[C@H]1C[C@H]2c3cc(NC(=O)CC4CC4)ccc3O[C@H]2[C@@H](CO)O1)NCc1ccncc1	0.1	-9
Cc1noc(C)c1S(=O)(=O)N(C)C[C@H]1Oc2ccc(NC(=O)NC(C)C)cc2CC(=O)N([C@H](C)CO)C[C@H]1C	2.7	.
Cn1cnc(S(=O)(=O)N[C@@H]2CC[C@H](CC(=O)N3CCN(c4ccccc4)CC3)O[C@H]2CO)c1	-0.2	-3
C[C@@H]1CN([C@H](C)CO)S(=O)(=O)c2ccc(C#CC3(O)CCCC3)cc2O[C@H]1CN(C)C(=O)Cc1cccnc1	3.6	.
CCNC(=O)C[C@H]1CC[C@@H](NC(=O)C2CC2)[C@H](CO)O1	0.5	22
NC(=O)CN(Cc1ccc(F)cc1)S(=O)(=O)c1ccc(Cl)cc1	-0.4	7
COCCNC(=O)C[C@H]1CC[C@H](NC(=O)NC2CCCCC2)[C@H](CO)O1	0.0	-7
O=C1C(=O)N(CCN2CCOCC2)C(c2ccc(Cl)cc2)C1C(=O)c1ccco1 (stereo not drawn)	0.7	0
C[C@H]1CCCCO[C@@H](CN(C)Cc2ccc(C(F)(F)F)cc2)[C@@H](C)CN([C@@H](C)CO)C(=O)c2cc(NC(=O)CCC(F)(F)F)ccc2O1	0.2	.
Cn1c(SCC(=O)Nc2ccccc2C(F)(F)F)nnc1-c1cccc(N)c1	-0.1	-13
COc1ccc(NC(=O)N(C)C[C@@H]2Oc3ccc(NC(=O)NC(C)C)cc3CC(=O)N([C@@H](C)CO)C[C@H]2C)cc1	1.8	25
COc1ccc(S(=O)(=O)Nc2ccc3c(c2)C(=O)N([C@@H](C)CO)C[C@H](C)[C@H](CN(C)S(=O)(=O)c2ccc(Cl)cc2)O3)cc1	2.4	.
C[C@H]1CN([C@@H](C)CO)S(=O)(=O)c2ccc(-c3ccc(F)cc3)cc2O[C@H]1CN(C)C(=O)C1CCC1	.	0
C[C@@H](NC(=O)C[C@@H]1C=C[C@@H](NC(=O)Nc2ccc3c(c2)OCO3)[C@H](CO)O1)c1ccccc1	-0.3	-5
C[C@H]1CN([C@@H](C)CO)C(=O)c2cc(NC(=O)Nc3cccc4ccccc34)ccc2O[C@H]1CN(C)Cc1ccc(C(=O)O)cc1	-11	-6
CO[C@@H]1CN(C)C(=O)c2cc(NC(=O)CC(F)(F)F)ccc2OC[C@@H](C)N(C(=O)C2CC2)C[C@H]1C	0.5	-5
CC(C)CC(=O)c1c(O)cc(O)cc1OC1OC(COC(=O)c2cc(O)c(O)c(O)c2)C(O)C(O)C1O (stereo not drawn)	4.6	94*
C[C@@H]1CN([C@@H](C)CO)C(=O)c2cccc(NC(=O)CCCCCC(=O)Nc3ccccc3N)c2O[C@H]1CN(C)C(=O)Nc1cccc2ccccc12	.	-7
COC(=O)CCCCCCC(=O)N/N=C/c1cccnc1	.	24
Cc1ccc(S(=O)(=O)Nc2ccc3c(c2)C(=O)N([C@H](C)CO)C[C@@H](C)[C@@H](CN(C)S(=O)(=O)c2cccs2)OCCCC[C@H](C)O3)cc1	-1.9	.
COc1ccc(OC)c(S(=O)(=O)N2CCC(C(=O)Nc3cccc(SC)c3)CC2)c1	0.2	.
COc1ccc(OC)c(S(=O)(=O)Nc2cc([N+](=O)[O-])ccc2C)c1	-1.3	-1
Cc1ccc(S(=O)(=O)N(C)C[C@@H]2Oc3cc(C4=CCCC4)ccc3S(=O)(=O)N([C@H](C)CO)C[C@H]2C)cc1	0.2	3
C[C@H](CO)N1C[C@H](C)[C@H](CN(C)S(=O)(=O)c2cn(C)cn2)Oc2ncc(-c3cccc(F)c3)cc2C1=O	0.4	.
COc1ccc(OC)c(NC(=O)COc2ccc(F)cc2)c1	1.2	15
O=C(C[C@H]1C[C@@H]2c3cc(NC(=O)Nc4ccccc4)ccc3O[C@@H]2[C@@H](CO)O1)NCC(F)(F)F	-0.2	6
O=C(C[C@H]1C[C@@H]2c3cc(NC(=O)c4cccnc4)ccc3O[C@@H]2[C@@H](CO)O1)NCCN1CCCCC1	0.7	11
C[C@@H]1CN([C@H](C)CO)C(=O)c2cc(NS(=O)(=O)c3ccc(F)cc3)ccc2O[C@H]1CN(C)C(=O)Nc1ccc2c(c1)OCO2	1.2	.
C[C@H]1CN([C@@H](C)CO)C(=O)c2cccc(NS(=O)(=O)c3ccc(F)cc3)c2O[C@H]1CN(C)CC1CCCCC1	-0.3	-4
COc1ccc(-c2nc3ccccc3s2)cc1NC(=O)COc1cccc(C)c1	0.2	1
COc1ccc(C(=O)Nc2ccc3nc(SCC(=O)Nc4ccccc4F)sc3c2)cc1OC	2.9	-17
COc1ccc(CN(C)C[C@@H]2Oc3ccc(NC(=O)Cc4cn(C)c5ccccc45)cc3C(=O)N([C@@H](C)CO)C[C@H]2C)cc1	-34	4
Cc1noc(C)c1NC(=O)Nc1ccc2c(c1)CC(=O)N([C@@H](C)CO)C[C@@H](C)[C@H](CN(C)C(=O)Nc1ccccc1)O2	-0.4	.
CO[C@@H]1CN(C)C(=O)c2cc(NC(=O)Nc3cccc(Cl)c3)ccc2OC[C@H](C)N(C)C[C@H]1C	0.4	-17
C[C@@H]1CN([C@H](C)CO)C(=O)c2cc(NC(=O)Nc3ccccc3)ccc2O[C@H]1CN(C)Cc1ccc(C(=O)O)cc1	-1.1	0

Profiles from above. Order of screens: IDH1 R132H inh	EZH2 inh
`C[C@@H]1CN([C@H](C)CO)C(=O)c2cc(NC(=O)Nc3ccccc3)ccc2O[C@H]1CN(C)Cc1ccc(C(=O)O)cc1` across the screens: -1.1	0
`COc1ccc(C(=O)Nc2ccc3nc(SCC(=O)Nc4ccccc4F)sc3c2)cc1OC` across the screens: 2.9	-17
`COc1ccc(-c2nc3ccccc3s2)cc1NC(=O)COc1cccc(C)c1` across the screens: 0.2	1
`COc1ccc(CN(C)C[C@@H]2Oc3ccc(NC(=O)Cc4cn(C)c5ccccc45)cc3C(=O)N([C@@H](C)CO)C[C@H]2C)cc1` across the screens: -34	4
`C[C@@H]1CN([C@H](C)CO)C(=O)c2cc(NS(=O)(=O)c3ccc(F)cc3)ccc2O[C@H]1CN(C)C(=O)Nc1ccc2c(c1)OCO2` across the screens: 1.2	.
